Hep lipid drop: modulators of hepatic lipid droplet formation | hit rate 0.4% among 240,000 | AML12 mouse hepatocytes, oleate lipid droplets, BODIPY imaging | inhibition, % at 6.5 µM;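 active = lipid droplet intensity inhibited by at least 50%, with more than 500 cells counted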
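Test system: AML12 mouse liver cells; schedule: overnight exposure; technique: high-content imaging of BODIPY-stained droplets and DAPI nuclei; read-out: % inhibition of corrected integrated BODIPY droplet signal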
ER stress rescue: rescue of cells from ER stress-induced death, primary screen, 384-well, CSM14.1, thapsigargin, ATP luminescence (AID 1222); 190,000 tested, under 10 active; cellular ATP content (survival), % at 20 µM; hits with a dose series show EC50 in µM; CSM14.1 thapsigargin-induced death rescue, ATP luminescence; higher % means a stronger effect;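 active = EC50 below 50 µM in the dose-response confirmation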;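 note: death triggered by thapsigargin at about 15 µM added after 2 h compound pretreatment; cell ATP read after overnight thapsigargin exposure of roughly 18 to 22 hours; normalized against plate controls of thapsigargin alone and 5% DMSO vehicle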
Dynein transport: dynein cargo transport inhibition; 3617.4 mouse cells, GR-EGFP nuclear translocation imaging; test concentration mostly 20 µM; stimulated with dexamethasone, 1 µM; hits give low values; z-score, hits read low; hit rate 0.47% among 220,000;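 active = plate z-score of nuclear minus cytoplasmic receptor signal below a set negative limit, without overly bright fluorescence or cell loss, cut at about -3.5 in these data, passing the limit was not always enough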;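 note: z-score of nuclear minus cytoplasmic ring GR-EGFP intensity difference per well; some compounds called inactive have numbers as strong as hits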
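Buffer or medium: tet-free medium with charcoal-stripped serum / Also added: dexamethasone agonist, 1.0 µM final, for 30 min / Timing: induction 48 h, compound 1 h, agonist 30 min / Measured by: high-content fluorescence imaging after fixation / Read-out: nuclear-to-cytoplasmic GR-EGFP distribution per well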
M1AAP inhibition: malaria alanyl aminopeptidase activity blockers – biochemical, fluorogenic H-Leu-NHMec substrate, 1536-well (AID 1445) | one-dose inhibition, % at 30 µM; IC50 in µM for titrated hits | recombinant M1AAP, H-Leu-NHMec fluorogenic kinetic assay; higher % means a stronger effect | hit rate 0.42% among 220,000;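 active = primary inhibition above the hit cutoff, then over 50% inhibition at one or more dose response concentrations, cut at about 23% in these data, passing the limit was not always enough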;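 note: plate controls were DMSO full reaction for no effect and no enzyme background for full effect; strong numbers were not always called active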
Yfh1-off respiration: mitochondrial function rescue without frataxin homolog – Friedreich's ataxia, plus single-dose screen, dose response (AID 1465). hit rate 0.074% among 220,000. fold induction at 50 µM, or EC50 in µM where a hit was titrated. S. cerevisiae Yfh1-off respiration, WST-1 reduction, 72 h; higher fold induction means a stronger effect;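 active = fold induction of absorbance versus untreated yeast above a set limit, then at least 30% activation at any dose in follow-up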;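 note: activators that raise dye reduction in frataxin-depleted yeast; strong numbers were not always called active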
Autophagy HCS: modulators of autophagy; MEF GFP-LC3 puncta imaging; test concentration mostly 10 µM; calls only at 10 µM (by protocol); hit rate 0.98% among 190,000; AID 463193;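 active = percentage of spot-positive cells more than 3 SD above its plate mean, without a fluorescence outlier flag or 80% toxicity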;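 note: spot-positive cell cutoff set from DMSO-treated cells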
P. falciparum M17LAP: P. falciparum M17LAP inhibitors, primary screen, biochemical, fluorogenic H-Leu-NHMec substrate, 1536-well (AID 1619). hit rate 0.38% among 220,000. recombinant M17LAP, H-Leu-NHMec fluorogenic kinetic assay; higher % means a stronger effect. inhibition, % at 30 µM; hits with a dose series show IC50 in µM;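 active = compound inhibiting the enzyme by more than half at any dose during confirmatory dose-response retesting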;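 note: plate controls were full reaction with DMSO carrier for no effect and no enzyme background for full effect; strong numbers were not always called active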
Ins promoter up: MIN6 insulin promoter up-regulation. z-score at 5 µM. AID 1625. hit rate 0.3% among 190,000. MIN6 insulin promoter-GFP reporter, high-content imaging; hits give high values;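 active = z-score above 3 at 5 µM with at least 500 cells counted in the well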
MT stabilizer: stabilizes microtubules in HeLa cells | HeLa tubulin immunostaining HCS, 24 h; share of cells brighter than vehicle mean+2SD | % tubulin-high responders, % at 10 µM | hit rate 0.83% among 200,000;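 active = plate Z-score above 3 for both tubulin-high and condensed-nucleus cell shares, with cell loss under 80%, at 10 µM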;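 note: anti alpha tubulin signal scored within the nucleus-defined area of each cell; some results filed as inactive read as strong as hits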
Dynein transport cytoplasmic EGFP: further read-out of Dynein transport, marked with its call; z-score; measured here: cytoplasmic GR-EGFP intensity; hits give high values
Dynein transport nuclear GR-EGFP: second read-out of Dynein transport, no call of its own (marks repeat the call); z-score; measured here: nuclear GR-EGFP intensity;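 lower value marks the stronger effect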
Dynein transport cell count: recorded beside Dynein transport, whose call it bears; z-score; measured here: cell count per field
Ins promoter up cell count: recorded beside Ins promoter up, whose call it bears; cell count; measured here: cytotoxicity, nuclei count;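 total cells summed across four imaged fields per well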
Hep lipid drop cells 6.5 µM: further read-out of Hep lipid drop, marked with its call; cell count; measured here: cell count, cytotoxicity flag;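 cells counted across two imaged fields per well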
MT stabilizer Hoechst-high %: second read-out of MT stabilizer, no call of its own (marks repeat the call); % Hoechst-high responders; measured here: nuclear condensation Hoechst responders;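 share of cells brighter than vehicle mean plus two SD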
MT stabilizer cytotoxicity %: also measured in MT stabilizer; calls as there; toxicity, %; measured here: cytotoxicity by cell density;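 0% = mean cell density of plate MIN control wells and 100% = no cells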
Autophagy HCS cell loss 18 h: recorded beside Autophagy HCS, whose call it bears; toxicity, %; measured here: cell loss, nuclei count;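 cell loss after 18 h compound exposure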
Starred values were filed as active, the others as inactive; i = inactive; / = no result given.

Sample of the layout:
SMILES	Hep lipid drop	Hep lipid drop cells 6.5 µM	ER stress rescue	Dynein transport	Dynein transport cytoplasmic EGFP	Dynein transport nuclear GR-EGFP	Dynein transport cell count	M1AAP inhibition	Yfh1-off respiration	Autophagy HCS	Autophagy HCS cell loss 18 h	P. falciparum M17LAP	Ins promoter up	Ins promoter up cell count	MT stabilizer	MT stabilizer Hoechst-high %	MT stabilizer cytotoxicity %
CN(C)c1cccc(C(=O)OCC(=O)NCc2ccco2)c1	0	751	-2.4%	-0.85	-0.23	-0.29	0.23	13%	i	i	-5	-4%	/	/	2.5	3.1	12
CCCOc1cccc(OCCSc2nc(C)cc(=O)[nH]2)c1	-5	829	1.0%	-0.63	-0.14	-0.41	0.38	-1%	i	i	-4	-5%	1.3	1311	4.3	2.1	3.6

The whole of this part (from the top)
SMILES	Hep lipid drop	Hep lipid drop cells 6.5 µM	ER stress rescue	Dynein transport	Dynein transport cytoplasmic EGFP	Dynein transport nuclear GR-EGFP	Dynein transport cell count	M1AAP inhibition	Yfh1-off respiration	Autophagy HCS	Autophagy HCS cell loss 18 h	P. falciparum M17LAP	Ins promoter up	Ins promoter up cell count	MT stabilizer	MT stabilizer Hoechst-high %	MT stabilizer cytotoxicity %
CN(C)c1cccc(C(=O)OCC(=O)NCc2ccco2)c1	0	751	-2.4%	-0.85	-0.23	-0.29	0.23	13%	i	i	-5	-4%	/	/	2.5	3.1	12
CCCOc1cccc(OCCSc2nc(C)cc(=O)[nH]2)c1	-5	829	1.0%	-0.63	-0.14	-0.41	0.38	-1%	i	i	-4	-5%	1.3	1311	4.3	2.1	3.6
CC(=O)N1CCc2cc(C(=O)CN3CCN(c4cccc(Cl)c4)CC3)ccc21	/	/	-0.5%	-0.75	-0.025	-0.13	-0.17	7%	i	i	15	14%	-0.33	1073	8.0	2.1	3.5
O=C(COc1cccc2c1CCN(Cc1ccccc1)C2=O)NCc1ccco1	-1	627	-2.8%	0.42	-0.15	0.54	-1.6	6%	i	i	3	3%	-1	1061	5.5	2.4	6.2
Cc1no[n+]([O-])c1COc1ccc(/C=C(\C#N)C(N)=O)cc1	7	637	-3.9%	-0.16	-0.23	0.055	0.23	14%	i	i	8	19%	1.3	1322	2.9	2.3	7.1
CCOC(=O)Cc1csc(NC(=O)c2c(-c3c(F)cccc3Cl)noc2C)n1	-5	758	3.6%	-0.43	-0.29	-0.66	1.4	2%	i	i	1	-1%	-0.57	1220	4.3	1.9	4.4
O=C1CCCC2=C1C(c1ccc3c(c1)OCO3)c1c([nH]n(-c3ccccc3)c1=O)N2 (centres undefined)	/	/	0.1%	-0.4	-0.25	-0.16	0.26	5%	i	i	0	22%	-0.46	1191	1.5	1.4	0.8
CC(=O)c1ccc(N2C(=O)NC3(CCCCC3)C2=O)cc1	24	821	-2.7%	0.48	-0.23	0.66	0.35	-2%	i	i	5	-9%	0.88	737	1.9	3.7	6.3
Nc1nnc(SCC(=O)OCC(=O)c2ccccc2)s1	-4	684	-1.3%	-0.83	-0.19	-0.56	0.5	5%	i	i	-5	15%	0.04	1391	3.9	2.1	12
COc1cccc(NC(=O)Cn2cnc3sc(C)c(S(=O)(=O)N4CCCCC4)c3c2=O)c1	-11	750	-3.4%	-0.1	-0.23	-0.13	0.37	0%	i	i	2	4%	0.85	879	3.0	2.6	5.7
Cc1ccc(C)c(Oc2cc(NC(=O)CCCn3nc(C)c([N+](=O)[O-])c3C)cc([N+](=O)[O-])c2)c1	-5	651	-1.9%	-0.6	-0.23	0.51	0.47	8%	i	i	2	-8%	-1.3	1218	3.1	3.1	1.6
NC(=O)N/N=C/c1c(O)ccc2oc3c(c12)CCCC3	-8	759	/	0.5	-0.25	0.65	0.5	11%	i	/	/	18%	-0.16	1042	/	/	/
Cc1nc2c(S(=O)(=O)c3ccccc3)cnn2c(C)c1C	/	/	0.3%	0.31	-0.31	0.42	0.7	-2%	i	i	8	1%	-0.44	1359	5.2	3.4	5.9
CC(C)OCCCNC(=S)Nc1ccc2nc3n(c(=O)c2c1)CCCCC3	2	650	-0.2%	0.0012	-0.31	-0.17	-0.13	6%	i	i	5	-6%	-0.57	1265	3.8	2.7	9.0
Cc1cccc(C)c1NC(=O)CNc1ncnc2sc(C)c(C)c12	-24	561	1.7%	3.3	0.052	2.3	-1.8	11%	i	i	-1	13%	0.03	1556	2.1	2.3	10.0
COc1ccc(CNCc2cccc(Cl)c2)cc1	-18	677	-4.0%	0.51	-0.23	0.46	-0.85	0%	i	i	-2	-6%	-0.05	1453	3.0	2.2	3.4
COc1cc(OC)cc(C2=NCCN2)c1	2	669	0.2%	1.4	-0.041	1.9	-1.8	-1%	i	i	-21	-3%	-1.1	1561	3.7	0.8	3.5
CC(C)Oc1ccc(C(=O)O)c(C(=O)O)c1	/	/	0.2%	1.2	-0.22	0.92	-0.46	1%	i	i	5	14%	/	/	3.8	1.6	4.5
Cc1c2c(nc3c(C(=O)NC4CCCCC4C)cnn13)CCCC2 (centres undefined)	/	/	-1.2%	-0.42	0.17	-0.078	0.28	4%	/	i	-5	-7%	-0.17	1301	1.8	1.3	8.8
CC(O)CNCc1ccc(-c2ccccc2)cc1 (centres undefined)	/	/	-1.1%	0.84	-0.19	1	-0.49	6%	i	i	21	-2%	-1.4	1600	2.4	2.0	3.7
COc1ccc(C(=O)Nc2cc(C(=O)c3ccccc3)c(C)oc2=O)cc1	/	/	0.0%	-0.52	-0.016	0.11	0.5	6%	i	i	1	6%	0.55	1518	4.1	2.0	19
CCc1ccc2[nH]c(=O)c(CN(Cc3ccco3)C(=S)NCC3CCCO3)cc2c1 (centres undefined)	-5	708	0.3%	-0.74	-0.22	-0.25	0.12	7%	i	i	-1	-5%	-0.86	1622	2.5	2.6	2.0
CCOC(=O)Cc1csc(NC(=O)/C=C/c2cccc(Br)c2)n1	11	668	-0.8%	-0.5	-0.25	-0.14	-0.25	3%	i	i	-5	-3%	-0.76	1268	2.9	3.7	10.0
O=C(CCn1c(=S)[nH]c2cc3c(cc2c1=O)OCO3)N1CCc2ccccc2C1	16	838	-0.1%	1	-0.014	1	-0.81	3%	/	i	19	-2%	0.18	959	2.1	1.4	7.0
COc1ccc(Nc2ncc3c(n2)CC(c2ccc(C)cc2)CC3=O)cc1 (centres undefined)	/	/	-0.7%	-0.4	-0.054	-0.88	-0.28	13%	i	i	-3	3%	0.16	1559	3.9	1.4	4.9
FC(F)(F)c1cc(-c2cccs2)nc(-n2cc(Br)cn2)n1	9	710	4.5%	-0.48	-0.032	-0.29	0.45	13%	i	i	3	9%	/	/	1.4	0.9	9.7
CCOc1ccc(NC(=O)/C(=C\c2ccc(OC(C)=O)c(OC)c2)NC(C)=O)cc1	-1	622	-1.5%	-0.28	-0.31	-0.24	0.29	2%	i	i	-15	-1%	0.15	1408	3.1	1.8	6.0
C=CCC1(O)C(=O)N2C(=C1C(=O)N1CCOCC1)c1ccccc1CC2(C)C (centres undefined)	0	818	2.6%	-0.33	0.12	-0.11	1.5	-3%	i	i	-3	0%	-0.33	984	2.8	2.5	9.4
CCN1CCN(Cc2nc3c(c(=O)n(C)c(=O)n3C)n2CCc2ccccc2)CC1	10	739	-1.7%	-0.36	-0.23	0.64	-0.17	2%	i	i	28	6%	-0.01	1284	2.3	2.7	7.8
Cc1cc(C(=O)CN2C(=O)C(=O)N(Cc3ccccc3)C2=O)c(C)n1CC1COc2ccccc2O1 (centres undefined)	-21	653	1.8%	-0.26	-0.25	0.22	0.58	1%	i	i	11	1%	-0.16	1574	2.7	3.0	7.1
Cc1ccc2c(c1)sc1nc(=O)n(-c3ccccc3)c(=O)n12	-14	735	/	1.3	-0.25	0.48	-1	-7%	i	/	/	1%	-0.39	1260	/	/	/
O=C(Cn1c(CN2CCCCC2)nc2ccccc2c1=O)NC1CCCCC1	-16	710	-0.6%	2.4	-0.45	0.78	-0.52	3%	i	i	0	-1%	/	/	2.7	2.0	8.9
Cc1ccc(C(=O)NCc2ccc(Cl)c(Cl)c2)o1	/	/	-1.2%	2.9	-0.086	1.2	-1.8	8%	i	i	22	2%	1.1	1207	1.8	1.3	3.9
CN(Cc1ccccc1)S(=O)(=O)c1ccc(OCC(=O)N2CCC(C(N)=O)CC2)cc1	-1	717	/	-0.38	-0.2	0.24	-0.51	1%	i	/	/	-7%	0.33	1071	/	/	/
Cc1ccc(C)c(C(=O)CC2(O)C(=O)N(C)c3ccccc32)c1 (centres undefined)	-16	706	-2.0%	0.17	-0.088	0.45	-0.78	-2%	i	i	0	0%	1.2	788	0.8	0.5	7.6
COCCn1c(=NC(=O)/C=C/c2ccccc2)sc2cc(NC(C)=O)ccc21	5	633	4.6%	-0.41	-0.26	-0.31	0.26	7%	i	i	4	3%	0.71	1376	9.4	2.5	11
CCN1CCN(Cc2ccc(NC(=O)c3cc(NC(=O)C4=NN(c5ccccc5)C(=O)C4)cc(OC)c3)cc2C(F)(F)F)CC1	-4	688	/	0.77	-0.71	0.46	-1	2%	i	/	/	6%	1.4	762	/	/	/
CCCCn1c(=S)[nH]c2ncccc2c1=O	/	/	-1.2%	-0.55	-0.21	0.023	0.51	2%	/	/	/	-6%	0.39	1471	1.7	0.9	4.0
Cc1ccc(-c2cc(C(=O)NCc3cccs3)no2)cc1	6	736	0.2%	1.5	-0.22	0.81	-1	14%	i	i	-1	2%	-0.02	1109	4.0	2.8	11
